Screens (PubChem)
FEN1 inhibitor: blocks human flap endonuclease 1; P39748; Recombinant FEN1 flap cleavage, fluorescence, 15 min; Potency, µM (top dose mostly 114 µM), for inactives: top-dose activity change, negative = inhibition, hits mostly inhibitors; 390,000 compounds, 0.35% hits; also: nearly all actives have a fitted effect of over 65% in size
Target sequence (P39748 whole entry, looked up): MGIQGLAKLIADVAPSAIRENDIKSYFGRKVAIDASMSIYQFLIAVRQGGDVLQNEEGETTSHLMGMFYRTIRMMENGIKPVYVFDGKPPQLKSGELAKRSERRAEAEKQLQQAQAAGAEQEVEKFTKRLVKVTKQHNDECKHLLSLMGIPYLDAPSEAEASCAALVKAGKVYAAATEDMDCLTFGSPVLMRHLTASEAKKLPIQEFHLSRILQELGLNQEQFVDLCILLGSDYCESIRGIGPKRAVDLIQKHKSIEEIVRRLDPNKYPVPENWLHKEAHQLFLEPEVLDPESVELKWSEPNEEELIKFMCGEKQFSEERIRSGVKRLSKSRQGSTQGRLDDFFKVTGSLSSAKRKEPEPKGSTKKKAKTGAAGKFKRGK
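Quantitative HTS format: each compound was titrated, incubated with 10 nM nuclease for 15 min at room temperature, then challenged with flap substrate at 50 nM final. Signal change over 15 min gave concentration–effect curves.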
KAT2A inh: GCN5L2 (KAT2A) acetyltransferase inhibition; GCN5L2 HAT assay, ThioGlo1 CoA-SH fluorescence; Potency, µM (series often up to 58.9 µM), for the others: at the highest dose activity change, negative = inhibition, hits mostly inhibitors; 390,000 compounds, 0.21% hits
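qHTS, 1536-well. 20nM enzyme, pH 7.5 HEPES/EDTA/Tween-20 buffer; 15 min compound preinc., RT. Start: 75uM H3(1-25), 70uM AcCoA, 50uM ThioGlo1. Read Ex340/Em540 at t=0 (autofluorescence flag) and t=20 min.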
DT40 TDP1 CPT: DT40-hTDP1 cell growth loss with CPT; 420,000 compounds, 12% hits; chicken DT40 Tdp1-/-;hTDP1 cells + 20 nM CPT, ATP luminescence, 48 h; Potency, µM (top dose mostly 46.2 µM), inactives show at the top dose activity change, negative = growth inhibition, hits mostly inhibitors; also: nearly all actives have a fitted effect of over 55% in size
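Chicken DT40 Tdp1-/- cells complemented with human TDP1, 400 cells/well, exposed to compounds plus 20 nM camptothecin for at least 48 h at 37 C; viability read as ATP content by CellTiter-Glo luminescence.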
* = called active by the depositor; ? = inconclusive; · = no result given; & = joins results of further samples; [ ] = another dose, or the depositor's remark. Calls follow the shape of the dose curve; as a rule, active = well fitted curve in the direction sought with a large enough effect; inconclusive = small, poorly fitted or top-dose-only effect, or another doubt; inactive = no such curve, though single readings can be large; an effect the other way counts as inactive or inconclusive. % is scaled to controls: 0 for no effect and ±100 for the full control effect; potency is read from the fitted curve at half-maximal effect. Some of the compounds tested. The share of hits here may be higher or lower than overall.

SMILES	FEN1 inhibitor	KAT2A inh	DT40 TDP1 CPT
CC1C(C)N1CC(O)Cn1ccnc1[N+](=O)[O-] (centres undefined)	-11.1%	-4.1%	?
O=C1CCCC2C3CCCN4CCCC(CN12)C34 (centres undefined)	0.5%	?	-9.7%
COc1cccc(N2C(=O)CC(=O)NC2=O)c1	-2.0%	-3.9%	-16.9%
CCCOc1ccc(C(=O)NC(=S)N2C[C@H]3C[C@H](C2)c2cccc(=O)n2C3)cc1	-2.3%	-22.8%	0.9%
CC/C(=N\Nc1ccccc1)c1c(O)n(-c2ccccc2)c(=O)[nH]c1=O	10.7%	-8.7%	5.8%
CSc1nnc(OC(=O)N(C)C)n1-c1ccc(Cl)cc1	-0.7%	-19.4%	0.3%
CC(=O)NCCc1c[nH]c2ccccc12	19.1%[57.1 µM]	1.6%&-6.1%	-0.5%&-27.7%&-5.9%&2.1%
CN1CCN(c2ccccc2NC(=O)c2ccc(-c3ccc(Cl)c(Cl)c3)o2)CC1	-3.4%	-0.4%	18.4µM*
O=C1CC(c2ccc(F)cc2)c2c(c3ccccc3oc2=O)O1 (centres undefined)	15.2%	4.7%	-7.8%
C(=NN1CCCCCC1)c1c[nH]c2ccccc12	7.0%	·	0.3%
O=C(COc1ccc(Cl)cc1)N1CCN(C2CCCC2)CC1	0.4%	-4.9%	16.6%
CCOP1(=S)Oc2cc3c(cc2C(C(=O)OC)(C(F)(F)F)O1)OCO3 (centres undefined)	0.7%	0.6%	13µM*
Cc1ccc(NC(=O)C2CCN(C(=O)c3cnn(-c4ccccc4)c3-n3cccc3)CC2)cc1Cl	-21.8%	-8.6%	?
CN(C)CCN=Cc1c(O)n(-c2cccc3ccccc23)c(=O)[nH]c1=O	-6.6%	-5.1%	10.2%
Cc1cccc(NC(=O)Cn2cc(C(=O)c3ccccc3)c3ccccc32)c1	-10.2%	3.7%	?
O=C(Nc1ccccc1)c1c(O)[nH]c(=O)[nH]c1=O	-3.0%	·	-9.0%
COC(=O)C1=C(c2cccc(C#N)c2)C[C@@H]2CC[C@H]1N2C(=O)N1CCCC1	-11.0%	0.7%	?
CCOC(=O)c1c(/N=C/c2c(O)n(-c3ccccc3F)c(=S)[nH]c2=O)sc2c1CCCC2	-20.0%	-17.4%	?
C[C@]12CC[C@H]3[C@@H](CCC4=CC(=O)CC[C@@]43O)[C@@H]1CCC2=O	2.3%	-1.8%	-20.8%
CNCCc1c[nH]c2ccccc12	0.1%	-1.8%	?
O=c1[nH]c(=O)n(Cc2ccccc2)c(O)c1C=NCCCn1ccnc1	0.8%	-15.1%	-5.0%
Cc1cc(C)cc(NC(=S)NC2CC3CCC(C2)N3Cc2ccco2)c1 (centres undefined)	-13.9%	-22.3%	?
CN1c2ccccc2C(NCCCCCCC(=O)O)c2ccc(Cl)cc2S1(=O)=O (centres undefined)	·	-9.0%	6.4%
CCCCC/C=C\C/C=C\C/C=C\C/C=C\CCCC(=O)Nc1ccc(O)cc1	·	-18.7%&-28.7%	26.6µM*
Cc1cc(OC(=O)N(C)C)nc2c1c(C)nn2C	-3.8%	-2.1%	1.6%
O=C(c1cc(-c2ccc(Cl)cc2)n[nH]1)N1CCN(S(=O)(=O)c2ccc(Br)s2)CC1	-3.0%	-2.8%	?
COc1ccc(NC(=O)CN2CC=C(c3ccccc3)CC2)cc1S(=O)(=O)N1CCOCC1	-1.0%	-8.5%	-0.3%
C[C@]12C[C@@H](O)[C@H](O)CC1=CCC1C2CC[C@]2(C)C(=O)CCC12 (some centres undefined)	-7.1%	1.3%	-5.9%
C=Cn1ccnc1P(=S)(c1nccn1C=C)C1CCCCC1	4.7%	11.9%	?
Cc1ccc(Cn2cc(C=O)c(-c3ccc(F)cc3)n2)cc1	-19.7%	-12.2%	?
Cc1cc(OC(C)C(=O)N[C@H](C(=O)O)c2ccccc2)c2c3c(c(=O)oc2c1)CCC3 (some centres undefined)	-3.2%	-7.9%	10.0%
COC(=O)C1=C(c2cc3ccccc3s2)C[C@@H]2CC[C@H]1N2C(=O)N1CCOCC1	-3.5%	·	9.2µM*
CCCC(=O)c1c(O)[nH]c(=O)[nH]c1=O	-4.4%	-6.1%	-29.3%
CN(C(=O)Cc1ccc(Cl)c(Cl)c1)[C@H](CN1CCCC1)c1cccc(N=C=S)c1	·	-13.8%	11.9µM*
CCCC[N+]1(C)C2CC(OC(=O)[C@H](CO)c3ccccc3)CC1C1OC12 (some centres undefined)	35.5%[activator][57.1 µM]	-0.6%	·
CN(C)C(=S)SSC(=S)N(C)C	2.3%	14.1µM*	0.146µM*
CC(C)CC(NC(=O)CCCNC(=O)CCC(=O)OC1O[C@H]2OC3(C)CC[C@H]4[C@H](C)CCC(C1C)C24OO3)C(=O)O (some centres undefined)	-9.3%	-4.7%	0.206µM*
Cn1c(=O)c2c(nc(SCc3ccccc3)n2Cc2ccc(Cl)cc2)n(C)c1=O	-6.0%	-1.0%	?
CCOC(=O)Cc1csc(NC(=O)c2c(O)c3ccccc3n(CCC(C)C)c2=O)n1	-7.6%	-4.1%	4.11µM*
CC(C)(O)[C@H]1O[C@H]2CC[C@@]3(C)[C@@](O)(CC[C@H]4Cc5c([nH]c6ccccc56)[C@@]43C)C2=CC1=O	-18.8%	-8.8%	?
C/C(=N\NC(N)=O)c1c(O)n(C)c(=O)n(C)c1=O	-0.9%	-7.6%	?
N#Cc1nn(-c2c(Cl)cc(C(F)(F)F)cc2Cl)c(N)c1S(=O)C(F)(F)F (centres undefined)	·	-4.6%&-22.5%&16.3%&-16.7%	9.62µM*
c1ccc(C2N3CCCN23)cc1 (centres undefined)	10.2%	-28.4%	-1.7%
Cc1cccc(N2C(=O)/C(=C/c3ccc(CN(CCC#N)S(C)(=O)=O)o3)C(=O)NC2=S)c1	?	-13.7%	-2.8%
O=P1(NCc2ccco2)COc2ccccc2OC1	-1.1%	-3.2%	-6.4%
COc1ccc(-n2c(-c3ccccc3[N+](=O)[O-])nc3ccccc3c2=O)cc1	9.5%	-5.6%	23.1µM*
O=C1CSC2N1CCNC21CCCCC1 (centres undefined)	-9.1%	-1.4%	2.6%
O=c1[nH]c(=S)n(Cc2ccc(F)cc2)c(O)c1/C=N/N1CCCCC1	1.1%	-6.8%	-17.9%
Cc1ccc(S(=O)(=O)NCC2CCC(C(=O)N3CCC4(CC3)OCCO4)CC2)cc1 (centres undefined)	-10.1%	-9.9%	-28.6%
CC(=NCCCN1CCOCC1)c1c(O)[nH]c(=O)[nH]c1=O	-0.4%	-1.3%	-12.0%
COc1cccc(OC)c1C(=O)Nc1nc(N)n(-c2ccccc2)n1	-0.3%	-2.7%	2.1%
CC(=O)O[C@H]1CC[C@@]2(C)C(=CC[C@@H]3[C@@H]2CC[C@]2(C)C(=O)CC[C@@H]32)C1	5.8%	-8.4%	?
O=C(NC(=O)c1ccccc1Cl)Nc1ccc(OC(F)(F)F)cc1	·	-11.1%	-12.9%
CC1(C)CC2CCC(O)C2C(CCO)N1 (centres undefined)	-3.1%	·	-6.6%
O=S(=O)(NC1CCCCC1)OCC(Cl)(Cl)Cl	2.4%	-3.8%	-8.1%
NCc1cc(=O)[nH]o1	-0.9%	-5.0%&0.8%	-1.7%&-9.9%&11.4%
CCOc1ccc(Nc2c(S(=O)(=O)c3ccc(C)cc3)cnc3ccccc23)cc1	-17.3%	-16.5%	16.4µM*
CCS(=O)(=O)NCc1nnc2n1-c1ccc(Cl)cc1C(c1ccccc1)=NC2	0.1%	-3.0%	-2.4%
COc1ccc(NS(=O)(=O)c2ccc3c(c2)CCCN3C(=O)C2CCC2)cc1OC	-12.7%	-2.4%	2.59µM*
O=C1NC(=O)N(c2ccccc2F)C(=O)/C1=C/c1ccc(Oc2ccc([N+](=O)[O-])cn2)cc1	-31.2%	-8.8%	-1.0%
The list continues:
SMILES	FEN1 inhibitor	KAT2A inh	DT40 TDP1 CPT
COC(=O)C1=C(c2cccc(OCc3ccccc3)c2)C[C@@H]2CC[C@H]1N2C(=O)NCc1cccc(OC)c1	-21.0%	-8.1%	23.1µM*
C=C1C(=O)O[C@@H]2C[C@@H](C)[C@H]3C=CC(=O)[C@]3(O)C[C@@H]12	13.9%	2.5%	4.61µM*
O=P(O)(O)Oc1ccccc1P(=O)(c1ccccc1)c1ccccc1	-6.0%	-13.5%	18.0%
CC1(C(=O)O)CC12c1ccccc1-c1ccccc12 (centres undefined)	-0.7%	·	0.4%
Cc1cccc2c(CCN)c[nH]c12	5.4%	-2.7%	?
COc1c(C)cc(C(=O)C2CCCN(Cc3cnc(C)s3)C2)cc1C (centres undefined)	6.3%	-3.1%	?
CC1COC2=C1C(=O)C(=O)c1c2ccc2c1CCCC2(C)C (centres undefined)	·	28.2µM*	?
CC(=O)O[C@]1(C)C(=O)OC/C2=C/CN(C)CCC(OC(=O)[C@@](O)(C(C)O)C[C@H]1C)C2=O (some centres undefined)	8.0%	3.0%	19.4%
CCN(CC)C(=O)c1ccc(N2C(=O)C3CC=C(Cl)CC3C2=O)cc1 (centres undefined)	11.1%	2.5%	-3.4%
COc1ccc2c3c1OC1C(O)C=CC4C(C2)[N+](C)(C)CCC341 (centres undefined)	-4.3%	?	-0.2%
Fc1ccccc1N1CCN(Cc2ccc3c(c2)OCO3)CC1	-12.3%	-2.3%	-14.7%
COc1ccc(CCNC(=O)c2ccc3c(c2)CCN3S(=O)(=O)c2ccc(C)cc2)cc1OC	-16.8%	-6.5%	20.6µM*
CCCC[C@@H](C)C[C@@H](C)C(=O)N(C)[C@@H](CC(C)C)C(=O)N[C@H](C(=O)N(C)[C@H](C(=O)N1C[C@@H](O)C[C@H]1C(=O)N1C(=O)C=C[C@@H]1C)C(C)C)C(C)OC(C)=O (some centres undefined)	-21.1%	-5.1%	0.0366µM*

Among those listed so far, these have an aryl methoxy group.
SMILES	FEN1 inhibitor	KAT2A inh	DT40 TDP1 CPT
COc1cccc(N2C(=O)CC(=O)NC2=O)c1	-2.0%	-3.9%	-16.9%
COc1ccc(NC(=O)CN2CC=C(c3ccccc3)CC2)cc1S(=O)(=O)N1CCOCC1	-1.0%	-8.5%	-0.3%
COc1ccc(-n2c(-c3ccccc3[N+](=O)[O-])nc3ccccc3c2=O)cc1	9.5%	-5.6%	23.1µM*
COc1cccc(OC)c1C(=O)Nc1nc(N)n(-c2ccccc2)n1	-0.3%	-2.7%	2.1%
COc1ccc(NS(=O)(=O)c2ccc3c(c2)CCCN3C(=O)C2CCC2)cc1OC	-12.7%	-2.4%	2.59µM*
COC(=O)C1=C(c2cccc(OCc3ccccc3)c2)C[C@@H]2CC[C@H]1N2C(=O)NCc1cccc(OC)c1	-21.0%	-8.1%	23.1µM*
COc1c(C)cc(C(=O)C2CCCN(Cc3cnc(C)s3)C2)cc1C (centres undefined)	6.3%	-3.1%	?
COc1ccc2c3c1OC1C(O)C=CC4C(C2)[N+](C)(C)CCC341 (centres undefined)	-4.3%	?	-0.2%
COc1ccc(CCNC(=O)c2ccc3c(c2)CCN3S(=O)(=O)c2ccc(C)cc2)cc1OC	-16.8%	-6.5%	20.6µM*

3 compounds already listed, ordered by length of the SMILES, highest first.
SMILES	FEN1 inhibitor	KAT2A inh	DT40 TDP1 CPT
CC(=O)O[C@]1(C)C(=O)OC/C2=C/CN(C)CCC(OC(=O)[C@@](O)(C(C)O)C[C@H]1C)C2=O (some centres undefined)	8.0%	3.0%	19.4%
C=C1C(=O)O[C@@H]2C[C@@H](C)[C@H]3C=CC(=O)[C@]3(O)C[C@@H]12	13.9%	2.5%	4.61µM*
O=P(O)(O)Oc1ccccc1P(=O)(c1ccccc1)c1ccccc1	-6.0%	-13.5%	18.0%
